# Pf growth 48h: P. falciparum growth inhibition at 48 hours (one generation); actives 5.9% (n = 310,000); AID 504832; P. falciparum luciferase growth in erythrocytes, 48 h; Potency, µM (highest dose often 28.7 µM), inactives show top-dose activity change, negative = inhibition, actives largely listed as inhibitors; note: potency is the fitted concentration of half-maximal effect; % is set by controls: 0 for no effect and ±100 for the full control effect
#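 Luciferase-expressing P. falciparum in infected erythrocytes (2% hematocrit, 0.1% parasitemia final) in RPMI 1640/0.5% Albumax were exposed to compound for 48 hours at 37 C, 5% CO2; growth read as luminescence.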
# CHX counter: counter-screen hit for Shiga toxin inhibitors, cycloheximide; cell reporter, cycloheximide protein synthesis inhibition counterscreen; AID 2314; actives 12% (n = 300,000); max response, %; in the data active = max response mostly above about 13%, no sharp cut-off; inactive = mostly below about 14%; note: read at 38.3 µM for the half of the compounds with a filed dose; 0% is about no effect
# Giardia FBPA inh: inhibitors of Giardia lamblia fructose-1,6-bisphosphate aldolase; A8B2U2; purified Giardia FBPA; Potency, µM (doses to about 59.6 µM), without a hit: at the highest dose activity, negative = inhibition, usual class: inhibitors; actives 0.71% (n = 290,000); AID 2451; note: potency is the fitted concentration of half-maximal effect; % is set by controls: 0 for no effect and ±100 for the full control effect; nearly all actives have a fitted effect of over 55% in size
# Target sequence (A8B2U2 whole entry, looked up): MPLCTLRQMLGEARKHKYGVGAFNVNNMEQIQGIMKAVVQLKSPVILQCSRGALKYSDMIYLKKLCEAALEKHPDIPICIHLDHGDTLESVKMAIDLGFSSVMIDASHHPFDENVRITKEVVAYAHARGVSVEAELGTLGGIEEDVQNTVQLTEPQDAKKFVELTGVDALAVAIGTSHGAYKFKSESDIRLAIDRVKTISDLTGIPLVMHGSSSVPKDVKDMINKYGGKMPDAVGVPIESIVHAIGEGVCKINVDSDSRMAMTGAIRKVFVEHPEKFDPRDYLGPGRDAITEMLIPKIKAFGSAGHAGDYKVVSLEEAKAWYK
#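 Giardia FBPA (40 nM reagent) was preincubated 10 min at RT with compound (up to 57.5 uM final), then substrate plus GAPDH/TPI/NAD/arsenate coupling system with diaphorase/resazurin was added; resorufin fluorescence (525/598 nm) was read after 20 min.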
# HCV inhibitor: HCV inhibition; Huh7.5.1 HCVcc-Cre infection, luciferase reporter, 44 h; Potency, µM (highest dose often 41.8 µM), without a hit: at the top dose activity change, negative = inhibition, usual class: inhibitors; actives 3.4% (n = 340,000); note: potency is the fitted concentration of half-maximal effect; % is set by controls: 0 for no effect and ±100 for the full control effect
#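 A cell-based infection assay in which seeded cells (1,000 per well) receive test compound after 4 h, are inoculated with HCVcc-Cre at approximately 0.5 moi, and are incubated 44 h before luminescence detection.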
# Shiga inhibitor: Shiga toxin inhibition; Vero cells, Shiga toxin protein synthesis inhibition reporter; inhibition, % at 38.7 µM; actives 9.2% (n = 290,000); in the data active = inhibition mostly above about 28%, no sharp cut-off; inactive = mostly below about 43%; note: 0% is about no effect
# Pf growth 96h: P. falciparum growth inhibition at 96 hours; actives 6.9% (n = 320,000); Potency, µM (top dose mostly 28.7 µM), for inactives: top-dose activity change, negative = inhibition, hits mostly inhibitors; AID 504834; P. falciparum luciferase reporter growth, 96 h; note: potency is the fitted concentration of half-maximal effect; % is set by controls: 0 for no effect and ±100 for the full control effect
#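 P. falciparum expressing integrated firefly luciferase, in erythrocytes at 2% hematocrit, 0.05% parasitemia, incubated with compounds 96 h at 37 C, 5% CO2. Growth inhibition read as loss of luminescence; two-generation exposure targets delayed-death apicoplast inhibitors.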
# * hit, by the source's call; ? = inconclusive; . = not tested or not shown; & = joins results of further samples; [ ] = dose if it differs, or a comment. Unless noted, calls come from the whole dose curve; as a rule, active = well fitted curve in the direction sought with a large enough effect; inconclusive = small, poorly fitted or top-dose-only effect, or another doubt; inactive = no such curve, though single readings can be large; an effect the other way counts as inactive or inconclusive.
# Sample of the layout (5 entries):
SMILES,Pf growth 48h,CHX counter,Giardia FBPA inh,HCV inhibitor,Shiga inhibitor,Pf growth 96h
CC(C)NC(=O)C1CC=CCC1C(=O)O (configuration not stated),0.0%,-7.0,3.5%,3.9%,-8.8,0.0%
NS(=O)(=O)c1cc2c(cc1Cl)NC(c1ccccc1OCC(=O)O)NS2(=O)=O (configuration not stated),28.8%,-1.2,-6.2%,16.2%,21.7,16.1%
Cc1ccc(S(=O)(=O)NCC(=O)N(CC(=O)NCC2CCCO2)Cc2ccco2)cc1 (configuration not stated),19.4%,10.3*,-2.2%,3.1%,29.5,.
CCN(CC)S(=O)(=O)c1ccc(N/N=C(\C)c2ccncc2)c([N+](=O)[O-])c1,?,0.6,-6.3%,-6.6%,-6.7,-21.6%
Cc1cccc(N2CCN(C(=O)c3ccc(NS(=O)(=O)c4ccc5[nH]c(=O)[nH]c5c4)cc3)CC2)c1C,?,0.8,-7.2%,-16.3%,-2.7,8.28µM*

# The listing (from the top)
SMILES,Pf growth 48h,CHX counter,Giardia FBPA inh,HCV inhibitor,Shiga inhibitor,Pf growth 96h
CC(C)NC(=O)C1CC=CCC1C(=O)O (configuration not stated),0.0%,-7.0,3.5%,3.9%,-8.8,0.0%
NS(=O)(=O)c1cc2c(cc1Cl)NC(c1ccccc1OCC(=O)O)NS2(=O)=O (configuration not stated),28.8%,-1.2,-6.2%,16.2%,21.7,16.1%
Cc1ccc(S(=O)(=O)NCC(=O)N(CC(=O)NCC2CCCO2)Cc2ccco2)cc1 (configuration not stated),19.4%,10.3*,-2.2%,3.1%,29.5,.
CCN(CC)S(=O)(=O)c1ccc(N/N=C(\C)c2ccncc2)c([N+](=O)[O-])c1,?,0.6,-6.3%,-6.6%,-6.7,-21.6%
Cc1cccc(N2CCN(C(=O)c3ccc(NS(=O)(=O)c4ccc5[nH]c(=O)[nH]c5c4)cc3)CC2)c1C,?,0.8,-7.2%,-16.3%,-2.7,8.28µM*
CCC1=NN(C(=O)C(=O)Nc2ccc(OC)cc2)C(O)(C(F)(F)F)C1 (configuration not stated),-10.4%,10.2,-13.5%,1.6%,7.1,?
COc1ccc(-n2nc(C(=O)O)cc2-c2ccccc2)cc1,-0.1%,-3.1,4.0%,1.7%,-1.9,0.0%
O=c1oc2ccccc2cc1-c1cn2cccnc2n1,212.0%[activator],57.1*,-3.7%,-9.1%,102.8*,8.2%
CCCCNC(=O)CCn1c(=O)c2ccccc2n(CC(=O)Nc2ccccc2OCC)c1=O,-8.1%,-1.5,-6.5%,5.2%&10.0%,-5.6,?
O=C(Nc1ccc(C(F)(F)F)cc1)C1=NN(C2CCS(=O)(=O)C2)C(=O)CC1 (configuration not stated),?,.,.,9.9%,.,?
Cc1nnc(SCCn2c(N3CCCCCC3)nc3c2c(=O)[nH]c(=O)n3C)s1,-11.6%,-1.6,-1.2%,-5.4%,-12.8,48.5%[activator]
COc1ccc(OC)c(S(=O)(=O)N2CCN(C)CC2)c1,0.5%,1.7,8.9%,9.1%,15.7,5.8%
O=C(OCC(=O)N1CCCCC1)c1cccc(NS(=O)(=O)c2ccccc2)c1,16.2%,.,.,6.6%,.,8.1%
O=C(Nc1ccc2c(c1)C(=O)OC2)Nc1cccc2ccccc12,39.6%[activator],8.2,0.0%,1.9%,12.8,15.5%
Cc1nn(-c2ccccc2)c(Cl)c1C(=O)N(C)CC(=O)Nc1cccc(F)c1,?,.,.,?,.,-12.2%
COCCNC(=O)c1cn(CCOC)c(=O)c2c1c1ccccc1n2C,11.3%,-0.9,2.3%,-5.8%,-4.9,?
CCn1c(CNc2ccc(Cl)cc2)nnc1SCC(=O)OC1CCCCC1,7.1%,-1.0,1.5%,-4.3%,-2.7,29.8%
CCOC(=O)C1(CCOc2ccccc2)CCN(Cc2ccc(C(=O)OC)cc2)CC1,?,-2.6,-0.3%,?,-12.1,?
O=c1c2ccccc2[nH]c(=S)n1Cc1ccccc1Cl,-8.2%,-1.7,10.0%,9.5%,-2.5,-15.9%
N#CCCn1c(=O)n(CCC#N)c2ccccc21,-0.1%,-4.1,-0.7%,4.0%,2.4,-1.1%
CC1Cc2nc(SCC(=O)Nc3ccc(F)cc3F)n(C)c(=O)c2S1 (configuration not stated),6.57µM*,6.0,5.1%,-10.3%,-13.2,?
COc1ccc(-n2cc(CNC3CCOCC3)c(-c3cccc(F)c3)n2)cc1,11.7µM*,1.4,-2.5%,-8.7%,5.9,?
COc1ccc(C2/C(=C(/O)c3ccc(C)cc3)C(=O)C(=O)N2c2ccccn2)cc1 (configuration not stated),32.2%[activator],-3.5,11.6%,4.6%,16.7,9.2%
CCCC(=O)N(Cc1cc2cc(C)ccc2[nH]c1=O)c1ccccc1OC,-27.9%,-2.9,9.0%,7.9%,-12.2,-26.3%
COCCn1cnc2c1c(=O)n(CC(=O)OCC(=O)NCC(F)(F)F)c(=O)n2Cc1ccccc1,-6.6%,-2.6,1.2%,5.0%,-12.9,?
SMILES,Pf growth 48h,CHX counter,Giardia FBPA inh,HCV inhibitor,Shiga inhibitor,Pf growth 96h
CC(C)(C)C1CCC(OCC(O)CN2CCN(Cc3ccccc3)CC2)CC1 (configuration not stated),?,-1.6,-12.8%,31.6µM*,-6.8,?
CCOc1ccc([C@@H]2CC=C(C(=O)O)[C@H](c3cccc(Cl)c3)N2S(=O)(=O)c2ccc(C)cc2)cc1,?,.,.,23.8%,.,34.6%[activator]
CN(C)c1cc(N)c2ccccc2n1 (tested in a mixture with another compound),13.2%,-3.7,-29.0%,7.2%,-10.7,-56.3%
COCCN(C(=O)COC(=O)c1ccc(C=O)cc1)c1c(N)n(Cc2ccccc2)c(=O)[nH]c1=O,-5.9%,-7.1,.,7.3%,-7.2,-1.3%
CC(CNC(=O)CN1C(=O)c2cccnc2Oc2ccc(Cl)cc21)c1ccccc1 (configuration not stated),-10.1%,-8.2,0.8%,-16.7%,-11.1,?
NC(=O)C1(N2CCCCC2)CCN(C2CC(=O)N(CCc3ccccc3)C2=O)CC1 (configuration not stated),14.2%,-3.5,11.6%,-2.0%,-2.7,.
CCCCC1CC1C(=O)Nc1ncc2c(n1)CC(C)(C)CC2=O (configuration not stated),8.7%,8.8,0.0%,-16.0%,10.1,101.0%
O=C(Nc1cc(S(=O)(=O)N2CCOCC2)ccc1N1CCCCC1)c1ccccc1,?,.,.,?,.,4.65µM*
O=C(CSc1nc2ccccc2c(=O)[nH]1)Nc1ccc(N2CCOCC2)c(Cl)c1,-15.9%,-3.0,-7.3%,?,-5.9,25.4%
COc1ccc(/C=C2\SC(=O)N(CC(=O)NCCCn3ccnc3)C2=O)cc1,84.6%[activator],64.6*,16.5%,-1.8%,18.9*,40.1%[activator]
CC(=O)NCCc1nc2cc(NC(=O)c3ccc([N+](=O)[O-])cc3)ccc2n1C,147.9%[activator],13.0,2.7%,-15.5%,4.9,205.4%[activator]
O=C(O)c1ccc2c(c1)C(=O)N([C@]1(C(=O)O)C[C@H]1c1ccccc1)C2=O,?,-3.6,3.4%,.,-1.3,15.9%
CN(Cc1ccc(F)cc1)C(=O)c1cc(S(=O)(=O)N2CCCCC2)ccc1N1CCOCC1,?,.,.,?,.,-4.8%
CCN(c1ccccc1)S(=O)(=O)c1cc(NC(=O)Nc2ccccc2C#N)ccc1Cl,?,-5.4,1.5%,?,-0.9,?
CC1CCN(c2c(NCc3ccc(C(=O)N4c5ccccc5CC4C)cc3)c(=O)c2=O)CC1 (configuration not stated),?,-1.1,-1.1%,-6.3%,-7.1,-24.7%
CCN(c1ccccc1)S(=O)(=O)c1ccc2[nH]c(=O)[nH]c2c1,7.1%,1.8,-22.4%,-9.7%,-3.6,?
COCCCn1c(SCC(=O)Nc2oc(C)c3c(C)n[nH]c(=O)c23)nc2sc3c(c2c1=O)CCC3,21.1%,.,.,6.6%,.,-4.0%
O=C(COC(=O)c1cc(-c2cccs2)nn1-c1ccccc1)Nc1ccc(Cl)c([N+](=O)[O-])c1,4.1%,-3.0,-1.6%,8.9%,-9.1,8.4%
CC(C)(C)OCC(NC(=O)C(CC(N)=O)NC(=O)OC(C)(C)C)C(=O)OC(C)(C)C (configuration not stated),-3.6%,-2.1,-2.1%,-2.9%,-4.1,-6.1%
C=CCn1c(SCC(=O)Nc2ccc(-c3nc4ccc(C)cc4s3)cc2)nnc1-c1ccccc1,207.1%[activator],42.0*,-2.8%,10µM*,84.1*,176.5%[activator]
COc1cc(/C=N/Nc2nc(C)cc(C)n2)cc(OC)c1OC,-9.0%,4.1,15.8µM*,-23.5%,21.6,?
CC(C)(C)OC(=O)N1CCC(c2c(C(=O)NC3CC3)cnn2-c2ccccc2)CC1,11.7µM*,-0.9,3.7%,4.1%,-4.1,14.9%
O=C(COC(=O)c1ccc(NS(=O)(=O)c2cccs2)cc1)NCC1CCCO1 (configuration not stated),-5.6%,-1.8,5.4%,7.6%,12.2,4.4%
CCOC(=O)C(Cc1ccccc1)NC(=O)CCC(=O)c1ccc(OC)cc1 (configuration not stated),-19.8%,-1.5,11.4%,11.7%,-8.5,28.2%
O=C(O)CCC(=O)N1CCc2cc(S(=O)(=O)N3CCN(c4ccc(F)cc4)CC3)ccc21,.,-0.6,3.9%,16.0%,-18.8,14.7µM*

# Sorted by molar mass (rising): some entries from above
SMILES,Pf growth 48h,CHX counter,Giardia FBPA inh,HCV inhibitor,Shiga inhibitor,Pf growth 96h
O=C(COC(=O)c1ccc(NS(=O)(=O)c2cccs2)cc1)NCC1CCCO1 (configuration not stated),-5.6%,-1.8,5.4%,7.6%,12.2,4.4%
CN(Cc1ccc(F)cc1)C(=O)c1cc(S(=O)(=O)N2CCCCC2)ccc1N1CCOCC1,?,.,.,?,.,-4.8%
O=C(COC(=O)c1cc(-c2cccs2)nn1-c1ccccc1)Nc1ccc(Cl)c([N+](=O)[O-])c1,4.1%,-3.0,-1.6%,8.9%,-9.1,8.4%

# Continued:
SMILES,Pf growth 48h,CHX counter,Giardia FBPA inh,HCV inhibitor,Shiga inhibitor,Pf growth 96h
Nc1nccnc1C(=O)OCC(=O)NNC(=O)c1ccccc1,13.1%,-1.5,.,13.6%,22.9,1.4%
N#Cc1c(-c2ccccc2)nc(-c2ccncc2)[nH]c1=O,5.3%,-3.0,?,13.6%,-4.5,6.6%
O=P(O)(O)Cc1ccccc1OP(=O)(c1ccccc1)c1ccccc1,37.7%[activator],1.0,7.5%,11.7%,1.2,?
O=C(Nc1ccc(OC(F)(F)F)cc1)C1CCCN(S(=O)(=O)c2cccnc2)C1 (configuration not stated),?,-2.8,-1.9%,?,-11.7,?
CN1CCN(c2oc(-c3ccc([N+](=O)[O-])cc3)nc2C#N)CC1,35.7%[activator],5.6,0.4%,9.2%,1.7,33.1%[activator]
Cc1sc2ncnc(NCC(O)c3ccc([N+](=O)[O-])cc3)c2c1C (configuration not stated),9.28µM*,-1.7,4.6%,11.2µM*,-8.0,?
Cc1sc2nc(CN3CCOCC3)nc(N3CCN(S(=O)(=O)c4ccccc4)CC3)c2c1C,9.28µM*,.,.,-1.3%,.,?
C[N+]1(CC(COCc2ccccc2)OC(=O)Cc2ccccc2)CCOCC1 (configuration not stated),13.1µM*,-4.8,2.3%,21.4%,-1.8,?
COC(=O)C1=C(C)NC(=O)NC1c1ccc(N2CCC(c3ccccc3)=N2)cc1 (configuration not stated),?,-1.1,-7.2%,?,-0.8,?
COc1ccc(N2CCN(C(=O)CCn3nnc4ccccc43)CC2)cc1,-18.5%,-2.7,-7.5%,-1.2%,-13.8,.
Cc1cc(Br)ccc1OCCOCCN1CCCC1,-15.0%,-1.3,15.8µM*,?,13.6,?

# From PubChem BioAssay
